Rac1 wt GTP bind – alters GTP binding to wildtype human Rac1; GST-Rac1 beads, fluorescent GTP binding, flow cytometry; actives lie on both sides; 0 = cold GTP competed, 100 = untreated; hit rate 0.27% among 190,000; GTP binding activity (% of control), % at 10 µM; P63000; AID 757;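 active means GTP binding activity at least 20 points away from the 100% control level, either lower or higher; inconclusive means compound flagged as likely green fluorescent, judged across all proteins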
GSH fluor – compound fluoresces at 488/530 nm on GSH beads | hit rate 0.25% among 190,000 | GSH beads flow cytometry, compound fluorescence 488/530 nm; active compounds read high | fluorescence (KMESF) at 10 µM; in the data active means fluorescence above about 89;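 further: glutathione beads carrying GST-tagged Bcl family fusion proteins plus one bare bead set; values are compound well signal with DMSO vehicle wells as background; inactives centre near 16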
ABCG2 inh – human ABCG2 inhibition, ABCB1 as counter-screen; Q9UNQ0; AID 1325; IgMXP3 cells, JC-1 efflux, flow cytometry; inhibition, % at 6.6 µM; hit rate 0.1% among 190,000;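 active means inhibition above 80%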;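 further: 0% = DMSO and 100% = nicardipine control wells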
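Test system: IgMXP3 (ABCG2) plus far-red-tagged CCRF-Adr (ABCB1) cells / Amount: 3 million cells/mL in well / Reagent: JC-1 transporter substrate / Timing: 10 min compound exposure, 25 °C / Signal: flow cytometry, 530 nm JC-1 signal / Read-out: percent efflux inhibition, scaled nicardipine 100% to DMSO 0% / Benchmarks: nicardipine as high control, DMSO as low control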
Rab2A wt mod – changes GTP binding to wildtype dog Rab2A, up or down. P61105. GST-Rab2 wt beads, Bodipy-GTP binding, flow cytometry. GTP binding activity, % at 10 µM. hit rate 0.19% among 190,000. AID 760;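 active means GTP binding activity at least 20 points away from 100%, either lowered or raised; inconclusive means signal likely due to the compound's own green fluorescence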;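 further: 0% = beads with excess unlabeled GTP and 100% = no-compound control corrected for plate trend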
Rac1 mut GTP – human Rac1 activated mutant GTP binding change. GST-Rac1 activated beads, fluorescent GTP binding, flow cytometry; actives lie on both sides; 100% means binding = to untreated wells. percent activity (GTP binding), % at 10 µM. hit rate 0.11% among 190,000. AID 764;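 active means GTP binding at least 20 percentage points away from the 100% baseline, in either direction, so actives lie on both sides; inconclusive means Compound likely fluorescent itself, or too few beads counted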
ABCB1 inh – blocks JC-1 efflux by human ABCB1 transporter. CCRF-Adr cells, flow cytometry. hit rate 0.067% among 190,000. AID 1326. inhibition, % at 6.6 µM. P08183; in the data active means inhibition above about 40%;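 further: 0% = vehicle and 100% = reference inhibitor; higher value means more JC-1 retained so stronger ABCB1 efflux block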
Target sequence (P08183 whole entry, looked up): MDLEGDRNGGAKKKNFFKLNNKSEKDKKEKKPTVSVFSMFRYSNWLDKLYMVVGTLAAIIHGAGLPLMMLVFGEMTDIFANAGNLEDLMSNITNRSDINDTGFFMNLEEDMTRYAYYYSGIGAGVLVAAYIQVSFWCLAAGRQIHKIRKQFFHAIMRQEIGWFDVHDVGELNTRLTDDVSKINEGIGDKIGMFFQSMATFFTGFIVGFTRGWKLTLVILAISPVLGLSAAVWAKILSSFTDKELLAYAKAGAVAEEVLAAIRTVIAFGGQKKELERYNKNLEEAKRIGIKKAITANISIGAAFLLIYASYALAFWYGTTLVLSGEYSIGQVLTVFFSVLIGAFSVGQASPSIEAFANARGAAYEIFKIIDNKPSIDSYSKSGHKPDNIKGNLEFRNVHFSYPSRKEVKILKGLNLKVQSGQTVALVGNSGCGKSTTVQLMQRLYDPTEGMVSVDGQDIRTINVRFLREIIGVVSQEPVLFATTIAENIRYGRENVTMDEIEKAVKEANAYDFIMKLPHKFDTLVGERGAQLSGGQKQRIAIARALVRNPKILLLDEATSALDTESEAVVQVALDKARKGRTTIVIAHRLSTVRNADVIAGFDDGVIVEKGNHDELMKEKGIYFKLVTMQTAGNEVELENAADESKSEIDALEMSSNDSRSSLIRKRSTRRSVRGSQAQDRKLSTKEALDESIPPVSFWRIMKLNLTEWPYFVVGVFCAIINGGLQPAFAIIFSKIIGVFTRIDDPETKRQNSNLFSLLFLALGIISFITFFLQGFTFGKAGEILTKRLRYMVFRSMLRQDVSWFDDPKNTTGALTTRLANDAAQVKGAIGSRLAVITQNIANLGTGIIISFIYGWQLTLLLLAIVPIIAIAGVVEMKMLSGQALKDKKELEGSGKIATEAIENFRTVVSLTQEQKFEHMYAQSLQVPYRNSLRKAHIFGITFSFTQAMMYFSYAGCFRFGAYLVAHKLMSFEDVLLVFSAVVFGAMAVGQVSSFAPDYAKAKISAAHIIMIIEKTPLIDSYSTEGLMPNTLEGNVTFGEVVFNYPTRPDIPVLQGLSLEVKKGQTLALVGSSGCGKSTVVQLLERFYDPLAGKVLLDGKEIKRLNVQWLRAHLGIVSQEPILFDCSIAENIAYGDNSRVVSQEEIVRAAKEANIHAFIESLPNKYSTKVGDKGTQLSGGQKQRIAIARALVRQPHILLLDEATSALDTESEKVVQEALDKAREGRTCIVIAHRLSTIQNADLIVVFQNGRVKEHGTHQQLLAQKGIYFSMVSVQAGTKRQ
Rab7 wt GTP bind – modulators of GTP binding to dog Rab7 wildtype GTPase; GTP binding activity (percent of control), % at 10 µM; hit rate 0.055% among 190,000; GST-Rab7 beads, fluorescent GTP binding, flow cytometry; actives lie on both sides; untreated = 100%, excess cold GTP = 0%;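 active means fluorescent GTP binding to Rab7 beads changed by at least 20 points from the 100% baseline, either direction, mostly lower; inconclusive means compound itself probably fluorescent, or too few beads counted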;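 further: median green fluorescence of bound Bodipy-FL-GTP per Rab7 bead population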
Cdc42 wt – human Cdc42 wildtype GTP binding change, either direction; hit rate 0.2% among 190,000; P60953; percent activity (GTP binding), % at 10 µM; GST-Cdc42 beads, Bodipy-GTP binding, flow cytometry; actives lie on both sides;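 active means percent activity GTP binding at least 20 points away from the 100% baseline, either down as inhibitor or up as activator; inconclusive means compound flagged as likely green fluorescent from well-wide comparison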;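 further: median bead fluorescence of bound Bodipy-FL-GTP at 100 nM; 0% = excess unlabeled GTP control and 100% = no compound control; below 100% means less GTP binding so inhibitor and above means activator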
Pf gamet viab – inhibitors of late stage P. falciparum gametocyte viability; P. falciparum stage V gametocytes, ATP luminescence, 24 h; inhibition, % at 10.9 µM; hit rate 0.065% among 150,000; AID 743093;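 active means inhibition above the mean plus 3 SD of compounds within the control limits, set per campaign, cut at about 38% in these data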;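 further: 0% = DMSO wells and 100% = medium only without gametocytes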
HRas wt GTP – human HRas wildtype GTP binding, change in either direction; GTP binding activity, % at 10 µM; hit rate 0.14% among 190,000; P01112; GST-Ras wt beads, Bodipy-FL-GTP binding, flow cytometry; actives lie on both sides;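 active means GTP binding activity at least 20% away from the 100% baseline, either lowered as inhibitor or raised as activator; inconclusive means flagged as likely green fluorescent, judged across all proteins in the well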;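 further: 0% = unlabeled GTP competition control and 100% = no-compound control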
Avidin bead fluor – compound fluoresces at 488/530 nm on avidin beads; compound fluorescence 488/530 nm, flow cytometry; active compounds read high; fluorescence (KMESF) at 10 µM; hit rate 0.38% among 220,000; AID 1775; in the data active means fluorescence above about 47; further: inactives centre near 10
Active calls of the source: *; ? = inconclusive; . = not tested or not shown. Random draw from the library. Share with any hit: about 1.1%.

| Structure | Rac1 wt GTP bind | GSH fluor | ABCG2 inh | Rab2A wt mod | Rac1 mut GTP | ABCB1 inh | Rab7 wt GTP bind | Cdc42 wt | Pf gamet viab | HRas wt GTP | Avidin bead fluor |
| --- | --- | --- | --- | --- | --- | --- | --- | --- | --- | --- | --- |
| O=C(CC(Nc1cccc(Cl)c1Cl)C(=O)OCC(=O)c1cccs1)c1ccccc1 (stereo not given) | 103 | 12 | 20 | 98 | 99 | 0.9 | 98 | 100 | -11 | 99 | 11 |
| CC1CCC(NC(=O)c2ccc3nc[nH]c3c2)CC1 (stereo not given) | 100 | 24 | 1 | 100 | 99 | 0.0 | 104 | 100 | . | 100 | 10 |
| Cc1ccccc1OCc1nnc(SCC(=O)N2c3ccccc3Sc3ccc(Cl)cc32)o1 | 106 | 10 | 4 | 105 | 97 | 1.4 | 103 | 104 | -2 | 103 | 24 |
| CCOC(=O)NC(CC(=O)O)c1ccc(OC)c(OC)c1 (stereo not given) | 104 | 259* | 0 | 101 | 96 | 0.0 | 104 | 104 | 7 | 104 | 8 |
| COCCn1c(-c2ccco2)nc2nc3ccccc3nc21 | 100 | 13 | 9 | 102 | 100 | 1.2 | 99 | 102 | . | 100 | 7 |
| CCCn1nc(NS(=O)(=O)c2ccccc2)c2cc3ccccc3nc21 | 102 | 12 | 23 | 97 | 98 | 2.8 | 98 | 98 | 17 | 100 | 19 |
| CC(C)n1c(=S)[nH]c2ccccc21 | 96 | 13 | 3 | 97 | 96 | 0.7 | 95 | 99 | -9 | 100 | 16 |
| CC1(C)Cc2ccccc2C(=C(C#N)C#N)N1 | 105 | 5 | 32 | 99 | 96 | 0.3 | 98 | 102 | 14 | 98 | 6 |
| N#CCCn1cc(C(N)=O)c(-c2cccs2)n1 | 96 | 11 | 12 | 94 | 97 | 0.2 | 96 | 95 | -6 | 96 | 11 |
| C=CCOC(=O)C1=C[C@@H](c2cn(C(C)=O)c3ccccc23)C[C@@H](OCCCCO)O1 | 96 | 21 | 7 | 96 | 96 | 3.2 | 97 | 96 | 12 | 97 | 6 |
| Fc1ccccc1COc1ccc(Br)cc1CNCc1ccncc1 | 100 | 41 | 1 | 101 | 98 | 0.1 | 101 | 102 | . | 100 | 6 |
| COC(=O)c1ccccc1NC(=O)CSc1nnc(-c2ccncc2)o1 | 95 | 54 | 5 | 98 | 94 | 0.6 | 97 | 96 | . | 97 | 1 |
| O=C(CN1C(=O)COc2ccccc21)N1CCc2ccccc21 | ? | 23 | 2 | ? | ? | 0.8 | ? | ? | . | ? | 13 |
| COc1ccc(-c2nn(-c3ccccc3)cc2/C=N/N=C(N)N)cc1OC | 104 | 3 | 2 | 98 | 99 | 0.2 | 100 | 99 | 29 | 100 | 14 |
| Cc1ccc(NS(=O)(=O)c2cccc(C(=O)N/N=C/c3ccc4c(c3)OCCO4)c2)c(C)c1 | 97 | 11 | -1 | 95 | 98 | 1.8 | 97 | 96 | . | 97 | 13 |
| CC(C)Oc1ccc(CC2CCC(=O)N(C)C2=O)cc1 (stereo not given) | 102 | 10 | 5 | 98 | 100 | 0.4 | 96 | 102 | 14 | 99 | 17 |
| C/C(=N\NC(=O)COc1ccc(C)cc1[N+](=O)[O-])c1cccs1 | 93 | 8 | 8 | 94 | 93 | 0.9 | 98 | 94 | -33 | 93 | 25 |
| COc1cc(/C=C(/C#N)c2ccccc2)ccc1Oc1ccc([N+](=O)[O-])cn1 | 97 | 33 | 1 | 93 | 94 | 0.0 | 96 | 96 | 19 | 97 | 8 |
| O=C(COc1ccc(Br)cc1)Nc1ccncc1 | 99 | 65 | 5 | 99 | 98 | 0.7 | 100 | 101 | . | 101 | 6 |
| CC(=O)Nc1nc(=S)ss1 | 93 | 29 | -1 | 96 | 95 | -0.3 | 98 | 97 | . | 96 | 3 |
| S=C(NCCc1ccccn1)Nc1ccccc1Cl | 99 | 12 | 18 | 98 | 97 | 0.9 | 107 | 99 | -14 | 98 | 9 |
| Cc1ccc(C(=O)NCc2ccccn2)c(Cl)c1 | 104 | 28 | -6 | 103 | 101 | -5.9 | 104 | 102 | . | 104 | 12 |
| O=C(c1n[nH]c2c1CCCC2)n1ccnc1 | 101 | 34 | 0 | 99 | 97 | 0.0 | 99 | 99 | . | 98 | 7 |
| CC(C)C(=O)NCc1cc(-c2ccc(Cl)cc2)no1 | 100 | 12 | 3 | 96 | 93 | 0.4 | 97 | 97 | 10 | 96 | 7 |
| CCOC(=O)c1cnc2ccc(OC)cc2c1NCCc1ccc(OC)c(OC)c1 | 100 | 22 | 31 | 101 | 97 | 38 | 97 | 101 | . | 98 | 15 |
| Cc1c(NC(=O)c2ccc(N(Cc3ccccc3)S(C)(=O)=O)cc2)c(=O)n(-c2ccccc2)n1C | 97 | 21 | 2 | 95 | 95 | 0.2 | 97 | 96 | -32 | 96 | 12 |
| COC(=O)c1ccc(NC(=O)CSc2nc(=O)cc(N)n2-c2ccccc2)cc1 | 100 | 17 | 2 | 98 | 99 | 0.5 | 96 | 104 | . | 97 | 8 |
| COc1ccc(CCNCc2csc3nc4ccccc4n23)cc1OC | 101 | 40 | 8 | 98 | 96 | 9.0 | 99 | 102 | -37 | 100 | 7 |
| O=C(NCc1ccc2c(c1)OCO2)c1ccc(C2SCC(=O)N2Cc2ccco2)cc1 (stereo not given) | 94 | 17 | 1 | 93 | 93 | 0.9 | 94 | 96 | -6 | 97 | 22 |
| C=CCNC(=O)c1ccccc1NC(=O)c1ccccc1SC | ? | 11 | 1 | ? | ? | 0.0 | ? | ? | -26 | ? | 20 |
| Cc1nc2c(Cl)c(C)nn2c2c1CCC2 | 96 | 15 | 16 | 96 | 96 | 1.6 | 92 | 95 | . | 97 | 11 |
| COc1ccc(CC(=O)OCC(=O)Nc2ccc(Cl)c(S(=O)(=O)N(C)C)c2)cc1 | 96 | 15 | 6 | 94 | 92 | 0.7 | 97 | 91 | 8 | 95 | 9 |
| COC(=O)c1ccc(C(=S)N2CCCCC2)cc1 | 95 | 18 | 1 | 96 | 93 | 0.2 | 97 | 95 | . | 95 | 9 |
| Cc1nn(-c2ccccc2)c(Cl)c1/C=N/Nc1nnc(C)c(=O)[nH]1 | 89 | 14 | 38 | 94 | 93 | -2.3 | 102 | 89 | 2 | 92 | 8 |
| CC1(C)CC(NC(=O)c2sc3cc(Cl)ccc3c2Cl)CC(C)(C)N1 | 92 | 14 | 0 | 93 | 91 | 0.8 | 103 | 93 | 9 | 97 | 10 |
| O=C(Nc1ccc(Cl)cc1)N1CC=CCC1 | 95 | 9 | 3 | 97 | 97 | 0.2 | 95 | 97 | 23 | 100 | 15 |
| Cc1ccc(N(c2ncnc(N)c2[N+](=O)[O-])C2CCCCC2)cc1 | 100 | 10 | 2 | 96 | 100 | 0.4 | 97 | 97 | . | 95 | 9 |
| Cc1nc2c(-c3ccccc3)c(C)nn2c(N)c1-c1ccccc1 | 103 | 17 | 5 | 99 | 96 | 0.3 | 94 | 96 | . | 99 | 6 |
| CC(=O)Nc1ccc(C(=O)OCC(=O)c2ccc(F)cc2)cc1 | 101 | 10 | -6 | 97 | 100 | -1.0 | 98 | 100 | 21 | 98 | 2 |
| CCC1(C)COC(C)(CC(=O)NNC(=O)Nc2ccccc2)OC1 (stereo not given) | 100 | 17 | 0 | 99 | 97 | 0.0 | 106 | 99 | -5 | 101 | 11 |
| O=c1nc(N2CCCCCC2)nc(N2CCCCCC2)[nH]1 | 100 | 7 | 1 | 94 | 95 | 0.3 | 97 | 100 | . | 99 | 9 |
| COc1cc(/C=N/NS(=O)(=O)c2ccc3ccccc3c2)ccc1OCCN1CCOCC1 | 101 | 13 | 1 | 97 | 97 | 1.0 | 100 | 97 | -8 | 100 | 15 |
| Cc1cccc(Nc2ccccc2C(=O)O)c1C | . | 20 | 1 | 111 | . | 0.4 | 102 | 115 | . | 109 | 7 |
| CCOc1cc(CNCCc2ccc(S(N)(=O)=O)cc2)ccc1OCC(=O)NC(C)(C)C | 104 | 12 | -1 | 103 | 97 | -0.1 | 106 | 104 | 15 | 103 | 9 |
| O=C(Nc1nnc(CCOCCOCCc2nnc(NC(=O)c3ccco3)s2)s1)c1ccco1 | 102 | 20 | 2 | 101 | 100 | 0.1 | 100 | 103 | 3 | 102 | 14 |
| Nc1c(C(=O)NCc2ccco2)sc2nc(N3CCOCC3)c3c(c12)CCCC3 | 99 | 9 | 6 | 100 | 100 | 0.9 | 103 | 100 | . | 102 | 62* |
| Cc1ccc(C(Sc2ccccc2)C(Cn2cncn2)C(=O)c2ccccc2)cc1 (stereo not given) | 101 | 50 | 4 | 100 | 97 | 1.4 | 101 | 97 | . | 101 | 9 |
| CC(NS(=O)(=O)c1ccc(OCC(=O)N2CCOCC2)c(Cl)c1)c1ccccc1 (stereo not given) | 101 | 33 | 3 | 99 | 97 | 0.3 | 100 | 98 | -5 | 97 | 21 |

A few values from the list:
COC(=O)c1ccc(C(=S)N2CCCCC2)cc1 @ Rac1 mut GTP = 93
CC1(C)CC(NC(=O)c2sc3cc(Cl)ccc3c2Cl)CC(C)(C)N1 @ HRas wt GTP = 97

Later entries:
| Structure | Rac1 wt GTP bind | GSH fluor | ABCG2 inh | Rab2A wt mod | Rac1 mut GTP | ABCB1 inh | Rab7 wt GTP bind | Cdc42 wt | Pf gamet viab | HRas wt GTP | Avidin bead fluor |
| --- | --- | --- | --- | --- | --- | --- | --- | --- | --- | --- | --- |
| O=C(NC1CCCCCCC1)c1ccccc1-c1ccccc1 | 99 | 13 | 14 | 98 | 100 | 2.7 | 98 | 100 | -12 | 100 | 2 |
| Cc1cc(C)n(-c2nc(NCC3CCCO3)c3c4c(sc3n2)COC(C)(C)C4)n1 (stereo not given) | 102 | 20 | 2 | 101 | 99 | 1.8 | 100 | 103 | -21 | 101 | 5 |
| COC(=O)CCC(=O)Nc1cc(S(=O)(=O)Nc2ccc(Cl)cc2)ccc1N1CCOCC1 | 105 | 10 | 3 | 102 | 101 | 0.4 | 101 | 100 | 4 | 104 | 8 |
| COc1ccc(N2CCN(C(=O)CCNC(=O)c3ccccc3)CC2)cc1 | 99 | 10 | 8 | 97 | 93 | 0.7 | 97 | 98 | 5 | 97 | 9 |
| O=C(NC1CCCCC1)C1CCCN1C(=O)NCc1ccccc1 (stereo not given) | 107 | 62 | 0 | 102 | 100 | 0.3 | 106 | 104 | . | 105 | 11 |
| CC(=O)OC[C@H]1O[C@@H](n2ncc(=O)[nH]c2=O)[C@H](OC(C)=O)[C@@H]1OC(C)=O | 98 | 20 | 0 | 101 | 96 | 0.0 | 101 | 103 | . | 98 | 9 |
